UHRF1 binding: blocks human UHRF1 binding to methylated DNA | inhibition, % at 4.4 µM | AID 687016 | actives 0.75% (n = 370,000) | Q96T88 | UHRF1 binding to methylated oligo, TR-FRET; in the data active = inhibition above about 21%;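 note: UHRF1 SRA domain binding a hemimethylated CpG hairpin DNA probe; 0% = median of test compound wells and 100% = reference inhibitor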
MBD2 DNA inh: inhibitors of human MBD2 binding to methylated oligonucleotide | Q9UBB5 | TR-FRET | inhibition, % at 4.4 µM | actives 0.31% (n = 370,000); in the data active = inhibition above about 13%
Target sequence (Q9UBB5 whole entry, looked up): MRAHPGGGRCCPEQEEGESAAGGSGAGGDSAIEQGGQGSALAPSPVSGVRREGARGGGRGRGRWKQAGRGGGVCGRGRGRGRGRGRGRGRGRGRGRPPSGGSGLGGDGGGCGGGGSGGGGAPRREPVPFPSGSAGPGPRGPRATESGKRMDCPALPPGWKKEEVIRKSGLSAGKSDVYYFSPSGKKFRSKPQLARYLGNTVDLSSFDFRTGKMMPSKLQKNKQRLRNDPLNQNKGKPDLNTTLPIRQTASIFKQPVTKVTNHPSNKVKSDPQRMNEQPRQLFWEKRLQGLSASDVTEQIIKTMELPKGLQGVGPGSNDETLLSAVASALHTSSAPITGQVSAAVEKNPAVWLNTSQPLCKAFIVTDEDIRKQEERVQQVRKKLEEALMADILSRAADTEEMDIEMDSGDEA
ADAM17 inh: inhibits human ADAM17 | P78536 | recombinant ADAM17, EDANS/DABCYL FRET peptide cleavage | inhibition, % at 6.95 µM | actives 0.83% (n = 370,000) | AID 720648;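 active = inhibition above the mean of compounds lying between control limits plus 3 SD, set per campaign, cut at about 8.5% in these data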;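 note: 0% = DMSO-only wells as the low control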
Target sequence (P78536 215-824 limits assumed): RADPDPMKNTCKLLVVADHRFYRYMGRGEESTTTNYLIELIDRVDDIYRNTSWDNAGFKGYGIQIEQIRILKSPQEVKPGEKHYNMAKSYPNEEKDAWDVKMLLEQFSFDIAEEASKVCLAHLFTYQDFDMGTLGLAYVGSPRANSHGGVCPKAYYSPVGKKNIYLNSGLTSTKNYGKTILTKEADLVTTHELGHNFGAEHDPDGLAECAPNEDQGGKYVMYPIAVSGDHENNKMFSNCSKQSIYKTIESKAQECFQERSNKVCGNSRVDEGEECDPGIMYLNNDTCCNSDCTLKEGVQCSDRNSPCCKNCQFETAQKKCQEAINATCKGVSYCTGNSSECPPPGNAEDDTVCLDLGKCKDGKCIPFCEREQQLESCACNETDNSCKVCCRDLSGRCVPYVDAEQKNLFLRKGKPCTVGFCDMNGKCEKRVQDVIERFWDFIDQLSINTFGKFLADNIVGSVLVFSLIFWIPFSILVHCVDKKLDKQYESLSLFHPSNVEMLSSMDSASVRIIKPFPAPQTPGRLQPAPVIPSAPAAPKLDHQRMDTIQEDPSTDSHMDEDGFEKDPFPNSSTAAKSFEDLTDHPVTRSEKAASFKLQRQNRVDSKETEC
ASAP1 GAP inh: inhibitors of human ASAP1 ArfGAP activity; Q9ULH1; inhibition, % at 16.5 µM; actives 0.19% (n = 360,000); ASAP1-stimulated ARF1 GTP hydrolysis, GDP FP detection; AID 624377; in the data active = inhibition above about 25%;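 note: 0% = vehicle with enzyme and substrate and 100% = no enzyme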
Tn7 DDE FP: inhibitors of Tn7 peptide binding to human fibrin DD(E) | FP displacement of FITC-Tn7 peptide from fibrin DD(E); 0% = median of compound wells per plate | inhibition, % at 8.3 µM | P02675 | AID 720508 | actives 0.13% (n = 370,000);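 active = inhibition above the mean of compounds falling within the control limits plus 3 SD of them, cut at about 14% in these data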;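 note: 0% = plate median of compound wells and 100% = 10 µM Aha-Tn7 peptide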
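Measure: % inhibition scaled between sample-field median and high-control FP; Test system: human fibrin DD(E); Quantity: 2 µM final DD(E) protein; Doses: one dose, 8.3 µM nominal; Schedule: compound with protein 10 min, then 3 h after probe, room temperature; Detection: fluorescence polarization; Medium: Tris buffer with calcium and detergent, pH 7.8.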
PLCb3 inh: inhibitors of human phospholipase C beta3 | Purified PLC-beta3, fluorogenic substrate, fluorescence | inhibition, % at 12.2 µM | actives 0.18% (n = 370,000) | AID 720704; in the data active = inhibition above about 11%;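 note: 0% = median of compound wells on plate and 100% = full blocker control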
PLCg1 inh: inhibitors of human phospholipase C gamma1. actives 0.84% (n = 370,000). AID 720700. purified PLC-gamma1, fluorogenic substrate, fluorescence. P19174. inhibition, % at 12.2 µM; in the data active = inhibition above about 9.5%
KLK7 zymogen act: activators of human kallikrein-7 zymogen. P49862. purified proKLK7, EDANS-DABCYL substrate fluorescence; 100% is mature enzyme control, 0% vehicle. activation, % at 7 µM. actives 0.9% (n = 370,000);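 active = activation above the mean of all tested compounds plus 3 SD, computed per campaign excluding outliers beyond control limits, cut at about 13% in these data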
ARFGAP1 inh: inhibits rat ARF GTPase activating protein 1. Q62848. Arfgap1-stimulated ARF1 GTP hydrolysis, GDP FP detection. inhibition, % at 16.5 µM. actives 0.26% (n = 360,000). AID 651572;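 active = inhibition above a per-plate limit, mean inhibition of low control wells plus 3 SD, cut at about 25% in these data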;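 note: 0% = DMSO wells with enzyme and 100% = wells lacking Arfgap1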
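Material: rat Arfgap1 GAP domain (His6, aa 1-136), purified enzyme. Also added: human ARF1(Δ1-17)-GTP substrate. Compound dosing: 16.5 µM single point, 1.26% DMSO. Timing: enzyme reaction 120 min at 25 °C after 20 min preincubation. Signal: GDP detection by fluorescence polarization. Read-out basis: percent inhibition of GAP-stimulated GDP formation, scaled between DMSO and no-Arfgap1 medians.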
Tn6 DDE FP: inhibitors of Tn6 peptide binding to human fibrin DD(E); P02675; inhibition, % at 8.3 µM; Fibrin DD(E) TRITC-Tn6 fluorescence polarization displacement; actives 0.21% (n = 370,000);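 active = inhibition above a per-campaign cutoff: mean of compounds within control limits plus 3 SD, cut at about 15% in these data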;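 note: 0% = median of all compound wells on the plate and 100% = blocking peptide control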
Numbers without * were called inactive; i = inactive; · = not tested or not shown.

SMILES	UHRF1 binding	MBD2 DNA inh	ADAM17 inh	ASAP1 GAP inh	Tn7 DDE FP	PLCb3 inh	PLCg1 inh	KLK7 zymogen act	ARFGAP1 inh	Tn6 DDE FP
CCOC(=O)c1cc(NC(=O)Nc2ccccn2)c(C)nc1C	2	-3	0	-12	-1	0	-1	-0.2	1	2
S=C(c1ccc(-c2ccc(Cl)cc2Cl)o1)N1CCCC1	0	1	-2	-21	0	-3	-1	0.3	-12	2
Cc1[nH]c(=O)[nH]c(=O)c1S(=O)(=O)N1CCN(c2cccc(Cl)c2)CC1	1	4	-3	3	1	6	3	0.5	7	0
COC(=O)c1ccc(C(=O)OC)c(NC(=O)C2CC2)c1	-2	1	-18	3	0	-9	-10	-0.1	6	0
CCn1nc(C)cc1C(=O)N1CCCC(C(=O)c2ccc(Oc3ccccc3)cc2)C1 (stereo unspecified)	-1	0	0	-2	-5	-6	-2	0.1	18	-1
Cc1ccccc1NC(=O)COC(=O)C1CC2CCCC(C1)C2=O (stereo unspecified)	2	-3	3	-2	-3	-2	2	0.3	0	-11
CCN(CC)C(=O)C(C)OC(=O)COc1ccc(Cl)cc1C (stereo unspecified)	0	-7	0	-4	0	3	3	0.1	11	3
Cc1ccc(NC(=O)CSc2nnc(C)c(=O)n2N)cc1Cl	-1	2	-5	-4	8	-5	0	-0.2	2	-12
CCC(C)(C(=O)NC1CCCC1)N(C(=O)CNC(C)=O)c1ccccc1 (stereo unspecified)	9	-1	-6	3	-9	0	8	-0.7	7	-16
OCC1(CCc2ccccc2)CCN(Cc2cccn2-c2cccnc2)CC1	0	-1	-4	0	10	-2	0	0.6	-7	5
CCCS(=O)(=O)N1CCCC(C(=O)N2CCOCC2)C1 (stereo unspecified)	2	1	5	6	-8	5	6	-0.3	-1	3
CCCCc1cc(=O)oc2cc(OCC(=O)N3CCOCC3)ccc12	-1	-2	-39	-4	3	-17	-11	-0.2	-5	-3
CCS(=O)(=O)N1CCN(c2ccc([N+](=O)[O-])c(NCC3CCCO3)c2)CC1 (stereo unspecified)	-9	-11	2	-7	0	4	1	-0.2	-6	6
COc1cc(S(=O)(=O)N2CCC(N3CCCCC3)CC2)ccc1-n1cnnn1	2	3	-7	6	4	-2	1	0.7	0	5
COCCNC(=S)NC1CC2CCCC(C1)N2Cc1ccco1 (stereo unspecified)	5	-6	0	-7	6	2	0	-0.2	-14	0
Cc1ccc(NC(=O)c2cc(S(=O)(=O)NCCc3ccccc3)ccc2F)cc1Cl	-1	-6	16*	21	-5	3	5	0.0	12	-13
COC(=O)c1cc2sccc2n1Cc1nc(-c2cccc(Cl)c2)oc1C	0	-6	0	3	-6	1	0	0.3	0	-6
FC(F)Oc1ccc(NC(=S)NC23CC4CC(CC(C4)C2)C3)cc1	0	-2	7	-4	-5	-3	-7	-0.2	25*	5
Cc1ccc(Nc2nc(-c3sc(NC(=O)c4ccco4)nc3C)cs2)cc1	3	3	-2	14	-6	-29	-20	-0.3	3	-7
COc1ccc(CN2CCC2(C)C(=O)Nc2cccc(NS(C)(=O)=O)c2)c2ccccc12 (stereo unspecified)	-1	-1	6	-11	4	-1	0	0.5	1	2
COc1ccc2c(c1)sc(N)[n+]2Cc1cc(C)cc2cccnc12	-3	2	2	6	-3	5	-1	-0.2	17	0
Cc1nc(-n2[nH]c3c(c2=O)CCCC3)[nH]c(=O)c1Cc1ccccc1	-4	-4	2	6	-6	-117	-89	0.5	10	-7
O=S(=O)(NCc1ccccc1Cl)c1cnc[nH]1	-1	0	0	-3	-2	3	4	-0.5	8	-5
CCOC(=O)Cn1c(=NC(=O)c2ccc([N+](=O)[O-])s2)sc2ccccc21	7	3	3	0	-9	5	7	0.1	-1	0
COc1ccc(-c2oc3c(c2C(=O)OCCCO)C(OCCCCCO)CCC3)cc1 (stereo unspecified)	-3	1	-42	-2	11	-137	-86	1.8	9	-4
COc1ccc(/C=N/NC(=O)c2cccnc2)cc1CSc1nc2ccccc2s1	-1	-2	0	-4	2	-11	-9	-10	3	-45
COCCn1cc(C(=O)NCc2ccco2)c2c3ccccc3n(C)c2c1=O	3	2	-50	-1	5	-34	-11	-1.0	3	6
Cc1ccc(CN(C)S(=O)(=O)c2c(C)noc2/C=C/N(C)C)cc1	2	-5	-1	-12	-4	-10	-7	-0.4	-22	7
CCCCCNC(=O)C(c1ccnc2ccccc12)n1c(=O)c(-c2ccccc2)nc2ccccc21 (stereo unspecified)	0	-4	-1	2	-2	-9	-2	0.4	12	4
O=c1[nH]c(-c2ccccc2O)nc2c1CCCC2	-3	1	-12	-3	3	-29	-21	-0.1	-2	1
O=C(CSc1ccsc1[N+](=O)[O-])NCCc1ccc(Cl)cc1	-1	0	-2	9	-5	-5	0	-0.1	7	3
O=S1(=O)c2c(cccc2N2CCSCC2)Oc2ccccc2CN1Cc1cn(Cc2ccccc2C(F)(F)F)nn1	5	3	8	·	-10	-11	-6	-4.9	·	-8
O=C(O)c1cc2ccccc2[nH]1	1	-1	-1	5	-6	3	-1	-0.4	6	-7
Nc1ccc(S(=O)(=O)Nc2nccc(/C=C/c3ccc(Cl)cc3)n2)cc1	-1	0	-2	-2	1	-6	-1	-0.5	-5	-1
C/C(=N\NC(=S)Nc1ccccc1C)c1cc2ccccc2o1	-2	-3	6	-4	-2	-4	4	0.3	3	-6
Cc1noc(C)c1C(=O)N1CCC1(C)C(=O)NS(=O)(=O)c1cccc(Cl)c1 (stereo unspecified)	4	4	-3	2	5	-2	7	-0.5	8	0
COc1ccccc1C(=O)N/C(=C/c1ccc(Br)cc1)C(=O)N1CCCC1	5	-1	0	-11	1	0	1	-0.7	-1	1
CCOC(=O)Cc1csc(NC(=O)/C=C/c2ccc(OC)cc2)n1	-2	-3	3	6	2	-28	-21	1.2	2	6
CCC1CCCCN1CCCNC(=O)C1CCN(c2ncnc3c2nc2n3CCCCC2)CC1 (stereo unspecified)	-2	-3	-1	-7	8	4	3	-0.1	-5	-9
COc1ccccc1-c1coc2c(CN3CCOCC3)c(O)ccc2c1=O	0	4	i	-6	2	i	i	159*	-2	3
COC(=O)[C@]12CCCCC=C1N(Cc1ccco1)C(=O)[C@H](CC(=O)N1CCSCC1)C2	0	-3	1	6	-2	1	2	0.4	-2	1
COC(=O)c1cccc(NC(=O)CCSc2ccc(Cl)cc2)c1C	3	6	0	3	-4	0	-1	0.4	3	1
O=C(Nc1ccc2c(c1)OCO2)c1cnc2n(c1=O)CCS2	-1	6	-3	-7	2	-3	1	0.3	6	3
O=C1C(Cl)=C(N2CCCCCC2)C(=O)N1c1ccccc1	-1	3	-5	5	-1	-9	-5	-0.8	-2	-7
COCCn1c(SCc2ccc(C(=O)OC)o2)nnc1-c1c[nH]c2ccccc12	-2	-5	-2	7	1	0	2	-0.4	0	0
Cc1ccc(S(=O)(=O)N(C)c2ccc(C(=O)Nc3ccccn3)cc2)cc1	1	1	4	11	-9	-4	2	0.1	8	1
O=C(CCN1C(=O)NC2(CCCC2)C1=O)Nc1cccc(S(=O)(=O)N2CCOCC2)c1	6	7	-5	-13	7	0	-2	-0.6	-12	-1
COc1ccc(/C=C/C(=O)Nc2ccc(S(=O)(=O)Nc3onc(C)c3C)cc2)cc1OC	0	1	-5	-3	3	-18	-4	2.3	-8	-6
CCN(CC)S(=O)(=O)c1cccc(-c2nnc(SCC(N)=O)n2N)c1	0	-1	-3	-6	-2	-7	1	0.2	-2	1
O=C(CSc1ccsc1[N+](=O)[O-])Nc1cc(F)ccc1F	14	2	0	-15	6	-4	1	0.1	6	-4

Continuation:
SMILES	UHRF1 binding	MBD2 DNA inh	ADAM17 inh	ASAP1 GAP inh	Tn7 DDE FP	PLCb3 inh	PLCg1 inh	KLK7 zymogen act	ARFGAP1 inh	Tn6 DDE FP
CC(C)OC(=O)C1C(=O)CC(C)(O)C(C(=O)OC(C)C)C1c1ccccc1 (stereo unspecified)	4	-3	-1	-8	3	2	2	0.4	-15	5
CCOC(=O)CC1C(=O)NCCN1C(=O)c1cccc(C(F)(F)F)c1 (stereo unspecified)	2	3	-2	4	-5	3	3	-0.7	-4	1
CN(C)S(=O)(=O)c1ccc(NC(=O)C2COc3ccccc3O2)cc1 (stereo unspecified)	-1	-4	-1	-12	5	1	1	-0.2	-9	-2
Cc1nc2ccccn2c1P(=Nc1ccccc1)(N(C)C)N(C)C	1	0	6	-9	0	-3	1	-0.2	8	-1
COc1cccc(-n2c(SCC#N)nnc2-c2cnccn2)c1	1	2	-4	5	0	1	1	-0.4	3	0
Cc1ccc(N=CC2=C(O)CC(C)(C)CC2=O)nc1	1	-2	-1	-11	-3	1	-2	-0.7	-8	-3
Cc1cc(C)nc(N(C#N)Cc2ccc(Br)cc2)n1	3	5	-1	16	0	-3	-1	-0.6	-1	4
Nn1c(SCc2ccccn2)nncc1=O	0	-2	-4	7	0	-7	-1	0.6	-9	-7
CCOc1ccc(NC(=S)NC(=O)c2cncc(Br)c2)cc1	1	1	8	-5	-10	5	8	0.8	0	0
CCc1nnc(NC(=O)C2(C)COC(c3ccc(OC)cc3)OC2)s1 (stereo unspecified)	0	-5	-3	0	-3	0	-3	0.4	3	6
O=C1CC2(CCN(C(=O)c3c(F)cccc3Cl)CC2)Oc2ccccc21	0	1	-29	-12	-1	-16	-18	1.2	-4	-1
Cc1cc(NS(=O)(=O)c2ccc(NC(=O)CCCOc3ccccc3C)cc2)no1	-2	-3	0	3	0	-5	1	0.0	5	0
O=C(COc1ccc([N+](=O)[O-])cc1)Nc1nnc(-c2cccnc2)s1	4	4	6	17	-9	1	6	-0.6	7	-2

Reformatted as labelled records: 4 of the compounds above.
> CCc1nnc(NC(=O)C2(C)COC(c3ccc(OC)cc3)OC2)s1 (stereo unspecified)
  UHRF1 binding: 0 | MBD2 DNA inh: -5 | ADAM17 inh: -3 | ASAP1 GAP inh: 0 | Tn7 DDE FP: -3 | PLCb3 inh: 0 | PLCg1 inh: -3 | KLK7 zymogen act: 0.4 | ARFGAP1 inh: 3 | Tn6 DDE FP: 6

> O=C1CC2(CCN(C(=O)c3c(F)cccc3Cl)CC2)Oc2ccccc21
  UHRF1 binding: 0 | MBD2 DNA inh: 1 | ADAM17 inh: -29 | ASAP1 GAP inh: -12 | Tn7 DDE FP: -1 | PLCb3 inh: -16 | PLCg1 inh: -18 | KLK7 zymogen act: 1.2 | ARFGAP1 inh: -4 | Tn6 DDE FP: -1

> Cc1cc(NS(=O)(=O)c2ccc(NC(=O)CCCOc3ccccc3C)cc2)no1
  UHRF1 binding: -2 | MBD2 DNA inh: -3 | ADAM17 inh: 0 | ASAP1 GAP inh: 3 | Tn7 DDE FP: 0 | PLCb3 inh: -5 | PLCg1 inh: 1 | KLK7 zymogen act: 0.0 | ARFGAP1 inh: 5 | Tn6 DDE FP: 0

> O=C(COc1ccc([N+](=O)[O-])cc1)Nc1nnc(-c2cccnc2)s1
  UHRF1 binding: 4 | MBD2 DNA inh: 4 | ADAM17 inh: 6 | ASAP1 GAP inh: 17 | Tn7 DDE FP: -9 | PLCb3 inh: 1 | PLCg1 inh: 6 | KLK7 zymogen act: -0.6 | ARFGAP1 inh: 7 | Tn6 DDE FP: -2
